14-3-3 PPI = modulators of human 14-3-3 gamma - Raf peptide interaction; AID 422; inhibition, % at 40 µM; 160,000 tested, 0.19% active; FP, 14-3-3gamma / TMR-pS259-Raf peptide binding; in the data active means inhibition above about 30%;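 further: 0% = protein plus tracer without compound and 100% = blank with tracer alone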
Target sequence (P61981 whole entry, looked up): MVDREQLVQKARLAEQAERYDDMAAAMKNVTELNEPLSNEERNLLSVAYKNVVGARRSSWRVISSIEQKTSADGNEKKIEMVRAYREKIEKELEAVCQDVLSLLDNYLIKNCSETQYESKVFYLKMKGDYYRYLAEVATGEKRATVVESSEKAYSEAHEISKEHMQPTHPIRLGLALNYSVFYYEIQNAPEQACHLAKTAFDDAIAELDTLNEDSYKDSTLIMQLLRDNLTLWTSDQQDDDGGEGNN
* marks the source's active call; other numbers are inactive results; & = joins results of further samples.

The first 6 compounds (preview)
no. | SMILES | 14-3-3 PPI
1 | COc1ccc(NC(=O)c2ccc(S(=O)(=O)c3ccc(Oc4ccccc4)cc3)cc2)cc1 | -3.9
2 | Cn1c(Cn2cnc3ccccc32)nnc1SCc1ccccc1 | 0.1
3 | COc1ccc([C@@H]2[C@H]3CN(C(C)=O)CC=C3C(C#N)=C(N)C2(C#N)C#N)c2ccccc12 | -14.8
4 | O=C(c1cc2ccccc2oc1=O)N1CCN(c2ccc(N3CCOCC3)nn2)CC1 | 1.3
5 | Cc1csc(NC(=O)CSc2nnc(Cc3cccn3C)n2CCc2ccccc2)n1 | 4.3
6 | COc1ccc(C)cc1S(=O)(=O)N(C)CC(=O)Nc1ccccc1 | 11.1

Results, repeating the preview:
no. | SMILES | 14-3-3 PPI
1 | COc1ccc(NC(=O)c2ccc(S(=O)(=O)c3ccc(Oc4ccccc4)cc3)cc2)cc1 | -3.9
2 | Cn1c(Cn2cnc3ccccc32)nnc1SCc1ccccc1 | 0.1
3 | COc1ccc([C@@H]2[C@H]3CN(C(C)=O)CC=C3C(C#N)=C(N)C2(C#N)C#N)c2ccccc12 | -14.8
4 | O=C(c1cc2ccccc2oc1=O)N1CCN(c2ccc(N3CCOCC3)nn2)CC1 | 1.3
5 | Cc1csc(NC(=O)CSc2nnc(Cc3cccn3C)n2CCc2ccccc2)n1 | 4.3
6 | COc1ccc(C)cc1S(=O)(=O)N(C)CC(=O)Nc1ccccc1 | 11.1
7 | O=C(Nc1ccccc1-c1nc2ccccc2[nH]1)c1ccccc1[N+](=O)[O-] | -8.9
8 | COc1cc(OC)c(C2Nc3ccccc3-c3nnc(SC)nc3O2)c(OC)c1 (stereo unspecified) | 0.8
9 | O=C(CC1(O)C(=O)N(Cc2ccccc2)c2ccc(Br)cc21)c1ccccc1O (stereo unspecified) | 6.4
10 | CC(=O)Nc1n[nH]c(S(C)(=O)=O)n1 | -2.6
11 | COc1ccc(C2C(C(=O)N3CCN(c4ccccn4)CC3)c3ccccc3C(=O)N2C)cc1OC (stereo unspecified) | -10.7
12 | COc1cc(C(=O)NCc2nnc(SCC(=O)NCc3ccccc3)o2)cc(OC)c1OC | 0.1
13 | O=C1CCCC2=C1C(c1ccc(OCc3ccc(F)cc3)cc1)C1=C(CCCC1=O)N2 | -10.7
14 | CCOC(=O)C1=C(C)NC2=C(C(=O)C(C(=O)OCC)C(c3cccc(OC)c3)C2)C1c1ccccc1C(F)(F)F (stereo unspecified) | 8.1
15 | Cc1ccc(NC(=O)C2COc3ccccc3O2)nc1 (stereo unspecified) | -0.3
16 | O=C(COc1cccc(Cl)c1)NC1CCCCC1 | -7.1
17 | CC(OCc1ccccc1)C(NC(=O)OC(C)(C)C)C(=O)NCC1CCCO1 (stereo unspecified) | -8.0
18 | O=C(NCc1ccc2c(c1)OCO2)c1cc(-c2cccs2)nc2ccccc12 | -1.7
19 | COC(=O)c1ccc(OCC2c3cc(OC)c(OC)cc3CCN2C(=O)c2ccco2)cc1 (stereo unspecified) | -1.2&-0.9
20 | O=[N+]([O-])c1ccc(-c2noc(C34CC5CC(CC(C5)C3)C4)n2)cc1 | -13.8
21 | CCOC(=O)c1c(NC(=O)COc2ccc(C)cc2Br)sc2c1CCC2 | -4.6
22 | CCCOC(=O)CSc1nnc(-c2cc(OC)c(OC)c(OC)c2)o1 | 0.7
23 | Cc1ccc(CN2CCCN(S(=O)(=O)c3ccc(Br)s3)CC2)cc1 | -1.3
24 | CC(C(=O)Nc1nc2ccccc2[nH]1)N1C(=O)C2CC=CCC2C1=O (stereo unspecified) | -13.5
25 | CCOC(=O)c1sc2ncn(Cc3ccncc3)c(=O)c2c1C | 8.1
26 | CCOC(=O)c1[nH]c(C)c(C(=O)N2CCN(c3cccc(Cl)c3)CC2)c1C | -6.2
27 | CC(Sc1nc(N(C)C)nc(N2CCOCC2)n1)C(=O)Nc1ccccc1 (stereo unspecified) | -0.3
28 | CCCCNC(=O)c1c[nH]c2ccc(S(=O)(=O)N3CCCC(C)C3)cc2c1=O (stereo unspecified) | -7.4
29 | COc1cccc(OCCn2cc(C(=O)c3ccco3)c3ccccc32)c1 | -25.2
30 | COc1ccc(C)cc1N(C(=O)CNC(=O)c1ccco1)C(C(=O)NC1CCCC1)c1cccnc1 (stereo unspecified) | -6.4
31 | CC(Nc1cc(N2CCCC2)ccc1[N+](=O)[O-])C12CC3CC(CC(C3)C1)C2 (stereo unspecified) | 1.5
32 | O=c1c(Oc2ccc(Cl)cc2)coc2cc(O)ccc12 | -3.7
33 | COc1ccc(NC(=O)Nc2ccc(C(=O)N3CCOCC3)cc2)cc1 | 3.8
34 | CCCc1cc(=O)oc2cc(OCc3cc(C(=O)OC)oc3C)ccc12 | -1.9
35 | COC(=O)c1ccc(NC(=O)c2c([N+](=O)[O-])cnn2C)cc1 | 2.5
36 | O=C(O)C1CCCN(C(=O)NCc2ccccc2)C1 (stereo unspecified) | -2.6
37 | Cc1cc(C(=O)Nc2cccc(O)c2)c(C)o1 | -5.4&-31.3
38 | COc1ccc(CNC(=O)COc2ccc(S(=O)(=O)NC(C)C)cc2)cc1 | -8.3
39 | CCCCC(=O)Nc1ccc(C(=O)NCCCn2ccnc2)cc1 | 3.8
40 | Cc1ccc(OCC(=O)Nc2cc(-c3nc4ncccc4o3)ccc2C)c(C)c1 | 0.0
41 | O=C(O)CCS(=O)(=O)c1ccc(Cl)cc1 | 2.5
42 | Fc1ccc2nc(N3CCCCC3)sc2c1 | 6.0
43 | CCOc1ccc(/C(O)=C2\C(=O)C(=O)N(CCN3CCOCC3)C2c2ccc(Cl)cc2)cc1C (stereo unspecified) | -10.8
44 | CCOC(=O)c1ccc(N=C2SC(C(=O)Nc3cccc(OCC)c3)CC(=O)N2C)cc1 (stereo unspecified) | -11.7
45 | Cc1ccc(S(=O)(=O)Nc2ccc(NC(=O)CN3CCCCC3)cc2)cc1 | -4.8
46 | N#C/C(=C(/O)COC(=O)Cc1c[nH]c2ccccc12)c1nc2ccccc2[nH]1 | -45.1
47 | CC1CCCC(C)N1c1nnc(N)s1 (stereo unspecified) | -7.5
48 | COC(=O)c1cc(C)sc1NC(=O)c1cccnc1 | 2.5
49 | CCCCn1c(-c2cc(Cl)ccc2OC)n[nH]c1=S | 9.0
50 | CCCCNC(=O)c1sc2nc(C)nc(N3CCN(C)CC3)c2c1C | 0.5

Two of these compounds, reformatted.
47. CC1CCCC(C)N1c1nnc(N)s1 (stereo unspecified)
  14-3-3 PPI: -7.5

48. COC(=O)c1cc(C)sc1NC(=O)c1cccnc1
  14-3-3 PPI: 2.5

Next compounds follow:
no. | SMILES | 14-3-3 PPI
51 | CCCc1ccc(-c2ccc(C(=O)Nc3ccc(C(=O)OC)cc3)cc2)nc1 | -10.5
52 | Cn1c(SCCOc2ccccc2F)nc2ccccc21 | -2.3
53 | COc1ccc(C(=O)Cn2c(=O)n(Cc3ccccc3)c(=O)c3cc(Cl)ccc32)cc1 | 1.5
54 | COC(=O)c1ccccc1-n1c(=S)[nH]c2ccsc2c1=O | 2.3
55 | O=C(Nc1c2c(nn1-c1ccc([N+](=O)[O-])cc1)CSC2)c1ccccc1[N+](=O)[O-] | -7.1
56 | O=c1oc(-c2ccc(I)cc2)nc2ccc(Br)cc12 | -1.0
57 | Cn1ncc(I)c1C(=O)N1CCOCC1 | 4.2
58 | COc1cc(CNc2ccc(N3CCOCC3)c(Cl)c2)ccc1OCc1ccccc1F | 6.0
59 | CCOC(=O)N1CCN(c2cc(=O)n(-c3cccc(Br)c3)c(=O)[nH]2)CC1 | -9.5
60 | Cc1cc(Nc2cccc(F)c2)n2nc(C)nc2n1 | -4.7
61 | CCOCCc1nnc(NC(=O)c2cccc(F)c2)s1 | 0.3
62 | COc1ccc(Cl)cc1S(=O)(=O)N1CCN(C(=O)C2CCCCC2)CC1 | -4.4
63 | Cc1ccc(-c2cc(-c3ccc4c(c3)OCO4)c(C#N)c(N)n2)o1 | -14.2
64 | Cn1c(SCC(=O)NCc2ccc3c(c2)OCO3)nnc1C1COc2ccccc2O1 (stereo unspecified) | -14.0
65 | O=C(Nc1cccc(NC(=O)c2ccc(-c3cccc(Br)c3)o2)c1)c1ccco1 | -11.8&-42.5
66 | O=C(CSc1nc2ccccc2c(=O)n1NC(=O)Cc1ccccc1)NCc1ccco1 | -2.3
67 | COc1ccc2c(=O)c(Oc3ccccc3Br)c(C(F)(F)F)oc2c1 | -3.5
68 | C=CCSc1nc(C)c2cc(C)cc(C)c2n1 | -7.8
69 | CC(=O)n1cccc1C#N | -5.0
70 | COc1ccc(CN2CC(=O)N(c3ccc(C)cc3)C2=S)cc1OC | 4.6
71 | CCOC(=O)CNc1c(-c2ccc(Cl)cc2)nc2cnccn12 | 0.6&-6.2
72 | O=C(CCCN1C(=O)c2ccccc2C1=O)Nc1ccccc1C(=O)N1CCOCC1 | -0.6
73 | CN(c1ccccc1C(=O)Nc1cccnc1)S(C)(=O)=O | 3.0
74 | Cc1ccc(-c2c[n+](=O)c3c(n2[O-])CCCC3)cc1 | -4.0
75 | CC(C)Cc1nc2sc3c(=O)[nH]cnc3c2c2c1COC(C)(C)C2 | -11.1
76 | Fc1ccc(-c2cc(C(F)(F)F)on2)cc1 | 0.8
77 | COc1ccc(NC(=O)c2c(NC(=O)c3ccncc3)sc3c2CCC(C(C)(C)C)C3)cc1 (stereo unspecified) | -7.1
78 | O=C(Nc1ccc(Cl)cn1)c1ccccc1-c1ccccc1 | -6.4
79 | CC1=C(C(=O)OCCOc2ccccc2)C(c2ccccc2)NC(=O)N1 (stereo unspecified) | -9.3
80 | COc1ccc(C(=O)Nc2ccc(N3CC4CC(C3)c3cccc(=O)n3C4)c(C#N)c2)cc1OC (stereo unspecified) | -5.0
81 | CC(=O)c1ccc(NC(=O)c2cc3nc(-c4ccc([N+](=O)[O-])cc4)cc(C(F)(F)F)n3n2)cc1 | -15.1
82 | O=C(Nc1c[nH]c(=O)[nH]c1=O)c1ccc2c(c1)C(=O)N(C1CCCCC1)C2=O | -1.7
83 | COc1cccc(-n2c(SCC(=O)NCCC3=CCCCC3)nc3n[nH]c(C)c3c2=N)c1 | -4.6
84 | CCC(C)NC(=O)c1ccc(CNS(=O)(=O)c2ccc(C)cc2)cc1 (stereo unspecified) | -8.3
85 | COc1ccc(C2CC(=O)C3=C(C2)NC(C)=C(C(=O)OC2CCCC2)C3c2ccc(Cl)cc2)cc1 (stereo unspecified) | 7.2
86 | CCOC(=O)C(C)CS(=O)OCC (stereo unspecified) | -8.9
87 | CCOC1CCCCC1NS(=O)(=O)c1ccc(Cl)cc1 (stereo unspecified) | -4.9
88 | Cc1ccc(C)c(CSc2nnc(-c3ccccn3)n2N)c1 | -5.5
89 | COC(=O)c1sc(NC(=O)C2c3ccccc3Oc3ccccc32)nc1C | 8.9
90 | COc1ccc(-n2c(=S)[nH]c3cc(C(=O)NCCc4ccc(Cl)cc4)ccc3c2=O)cc1OC | -25.6
91 | O=C(Nc1ccc2c(c1)CCC2)c1ccc2c(=O)n(-c3ccccc3)c(=S)[nH]c2c1 | -6.4
92 | CCOc1cc(C(c2c(C)n(C)n(-c3ccccc3)c2=O)c2c(C)n(C)n(-c3ccccc3)c2=O)cc(Br)c1O | -4.6
93 | OC1(c2ccc(F)cc2)CCN(Cc2nnnn2Cc2cccs2)CC1 | -1.0
94 | CC1CC(C)CN(C(=O)Cn2c(=O)n(CCC(=O)NCc3ccccc3)c(=O)c3sccc32)C1 (stereo unspecified) | 0.0
95 | COC(=O)C(NC(C)=O)(Nc1sc2c(c1C(N)=O)CCCC2)C(F)(F)F (stereo unspecified) | -6.7
96 | CCC(C)[C@@H](C(=O)Nc1ccc2c(c1)OCO2)N1Cc2ccccc2C1=O (stereo partly specified) | -8.0
97 | COC(=O)c1c(NC(=O)COc2ccc(C)cc2Br)sc2c1CCCC2 | -8.8
98 | O=C(C1CCN(S(=O)(=O)c2cccc3nonc23)CC1)N1CCN(c2ccccc2)CC1 | 0.0
99 | CCCN(CCC)CCCNC(=O)c1ccc2c(c1)N(CC)C(=O)c1ccccc1S2=O (stereo unspecified) | -6.1
100 | Fc1ccc(CSc2nc3ccccc3[nH]2)cc1 | 1.9

Later entries.
no. | SMILES | 14-3-3 PPI
101 | COC(=O)c1ccc2c(=O)n(C3CCCCC3)c(SCC#N)nc2c1 | -4.1&-3.7
102 | Cc1ccc(C(=O)OCC(=O)N2CC(=O)Nc3ccccc32)s1 | -13.4
103 | CCn1c(Cn2nnc(-c3ccccc3)n2)nnc1SCC(=O)Nc1cccc(C)c1C | -10.8
104 | Cc1sc2nc(SCCCC(=O)NCCO)nc(N)c2c1C | -12.6
105 | COc1ccc(C(=O)CSc2nc3sc(C)c(C)c3c(=O)[nH]2)cc1 | -6.6
106 | Cc1cc(C)c2cc(CN(Cc3cccs3)Cc3nnnn3CC3CCCO3)c(=O)[nH]c2c1 (stereo unspecified) | -7.8
107 | O=C(Cc1ccccc1)OCc1ccc(-c2ccc(Br)cc2)o1 | -86.8
108 | O=C(Nc1ccc(-c2nc3cc(Cl)ccc3o2)cc1)c1ccc(Cl)c([N+](=O)[O-])c1 | -201.7
109 | Cc1ccccc1N1CCN(C(=O)c2c(C)oc3cc4c(C(=O)N5CCN(c6ccccc6C)CC5)c(C)oc4cc23)CC1 | -1.2
110 | CCOC(=O)C(Cc1c(F)cccc1F)(NC(C)=O)C(=O)OCC | -0.3
111 | O=C(c1ccccc1)c1ccc(Oc2ncccn2)cc1 | 4.7
112 | Cc1ccc(-c2csc(NC(=O)c3cc(=O)c4ccccc4o3)n2)cc1 | 4.6
113 | Cc1ccc(NC(=O)CSc2nnc(CNC(=O)c3c(F)cccc3Cl)o2)cc1 | -2.7
114 | CC1(C)CC(NCc2ccc(F)cc2)CCO1 (stereo unspecified) | -1.7
115 | Cc1ccccc1CCNC(=O)C1CCN(S(=O)(=O)c2ccc(-n3cnnn3)cc2)CC1 | -12.4
116 | CCC(C)Nc1c(N)c(=O)oc2ccccc12 (stereo unspecified) | -6.5
117 | CCOCCSc1nc2c(c(=O)n(C)c(=O)n2C)n1Cc1ccccc1 | 6.2
118 | CC1CCCC(n2cnc3cc(C(=O)O)ccc32)C1C (stereo unspecified) | -1.5
119 | CSc1nsc(SCC(=O)Nc2c(C)n(C)n(-c3ccccc3)c2=O)n1 | -4.2
120 | CCOc1ccc(NC(=O)C2CCN(S(=O)(=O)c3c(C)n[nH]c3C)CC2)cc1 | -7.8
121 | O=C(Nc1ccc(Cl)cc1)N(CCCN1CCOCC1)Cc1cccnc1 | 3.0

Screens from PubChem.

Only part of the results is shown, so the mix of outcomes need not match the whole.
